# APP transl inh: APP translation inhibition; AID 1285; 190,000 tested, 0.82% active; SH-SY5Y APP 5'UTR-luciferase reporter, luminescence; inhibition, % at 2 µM;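 active = inhibition above a set limit, derived from the sample mean plus 3 SD, cut at about 45% in these data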; also: values of inactives mirror those of a sister screen read the other way
# Diaph inh CS: counter-screen for diaphorase-based assays: diaphorase inhibitors and chemical oxidizers; 190,000 tested, 0.69% active; diaphorase resazurin-to-resorufin fluorescence, NADH, 16 min; bacterial (C. kluyveri) enzyme, not human; AID 1217; inhibition, % at 20 µM;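 active = primary screen inhibition at 20 µM above a set limit, cut at about 50% in these data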;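 also: plate controls were DMSO with full reaction for no effect and wells lacking NADH for full effect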
#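 Assay system – diaphorase enzyme from Clostridium kluyveri · Amount – diaphorase 0.14 U/mL (working solution) · Times – reaction incubation of 16 min at room temperature · Controls – No-NADH positive control and DMSO neutral control · Signal – resorufin fluorescence 544/590 nm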
# APP 5'UTR act: activates APP 5'UTR luciferase reporter; SH-SY5Y APP 5'UTR luciferase reporter, luminescence; zero percent = DMSO vehicle wells; activation, % at 2 µM; 190,000 tested, 1% active; AID 1276;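 active = activation above a set limit, based on mean plus 3 SD of controls, cut at about 140% in these data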; also: values of inactives mirror those of a sister screen read the other way
# STAT1 act: increases IFN-gamma driven STAT1 reporter signal; NIH 3T3 STAT1-luciferase reporter, luminescence; 100% = IFN-gamma alone, no compound; activation (% of control), % at 5.5 µM; 200,000 tested, 2.6% active;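 active = activation above the screen-wide mean activation plus 3 SD, cut at about 130% in these data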;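 also: raw ratio to IFN-gamma control signal so 100% means no change and 0% no light; values of inactives mirror those of a sister screen read the other way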
# Diaph act CS: activates diaphorase or chemically reduces, flagging diaphorase assay artifacts; 190,000 tested, 0.005% active; AID 1229; Diaphorase/resazurin coupled assay, resorufin fluorescence, 16 min; active compounds read high; 1 = vehicle wells, 0 = NADH-free wells; activation factor at 20 µM;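 active = diaphorase activity raised at least twofold by the compound at 20 µM; inactive = activation factor below 2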
#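 Test system: Clostridium kluyveri diaphorase, purified enzyme. Buffer or medium: 50 mM HEPES pH 7.4 buffer plus MgCl2 and Tween 20. Also added: 0.114 mM NADH and 0.1 mM resazurin, final amounts. Dosing: compound 20 µM once, DMSO 1%. Schedule: 16 min enzyme reaction, ambient temperature. Detection: fluorescence of resorufin, 544 nm excitation, 590 nm emission.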
# TLR4-MyD88 BLA: inhibitors of human TLR4-MyD88 binding. O00206+Q99836. HeLa CL3-4 TLR4/MyD88 BLA complementation, FRET ratio. inhibition, % at 8.4 µM. 200,000 tested, 0.18% active. AID 861; in the data active = inhibition above about 25%;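 also: 0% = vehicle and 100% = reference inhibitor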
# FLuc inh counter: Photinus pyralis luciferase inhibition counter-screen | ATPLite firefly luciferase biochemical luminescence, 10 min | 200,000 tested, 1.5% active | P08659 | inhibition, % at 10 µM;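 active = inhibition above about 50% when tested at 10 µM, limit read from the data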
# Target sequence (P08659 whole entry, looked up): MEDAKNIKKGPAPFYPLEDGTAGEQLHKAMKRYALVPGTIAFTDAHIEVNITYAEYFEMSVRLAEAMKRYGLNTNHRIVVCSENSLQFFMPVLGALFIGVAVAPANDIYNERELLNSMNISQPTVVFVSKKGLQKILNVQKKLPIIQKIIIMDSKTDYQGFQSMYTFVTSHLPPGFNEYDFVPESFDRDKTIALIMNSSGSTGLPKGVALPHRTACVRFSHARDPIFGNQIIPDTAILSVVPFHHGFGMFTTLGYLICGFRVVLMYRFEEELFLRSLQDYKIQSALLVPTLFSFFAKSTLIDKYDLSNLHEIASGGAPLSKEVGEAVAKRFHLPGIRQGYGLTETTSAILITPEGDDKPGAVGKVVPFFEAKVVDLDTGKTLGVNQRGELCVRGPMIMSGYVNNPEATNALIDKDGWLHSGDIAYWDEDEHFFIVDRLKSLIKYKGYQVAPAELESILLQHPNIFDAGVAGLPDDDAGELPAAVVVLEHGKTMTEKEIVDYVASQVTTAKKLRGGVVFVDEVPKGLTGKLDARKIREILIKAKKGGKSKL
# NF-kB neuron act: compounds increasing NF-kB expression in human neuronal cells; NF-kB reporter expression; active compounds read high; fold change at 12.5 µM; 190,000 tested, 1.6% active; AID 1239; in the data active = fold change above about 3.3
# FLuc act counter: affects firefly luciferase, flagging false hits in luciferase stimulation screens; 200,000 tested, under 10 active; ATPlite luciferase biochemical, luminescence, 10 min; 0 = ATP-free wells, 1 = DMSO control; activation factor at 10 µM;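 active = luciferase activation factor, scaled between plate controls, of at least 2 with compound at 10 µM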
#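 Assay system: Luciferase/luciferin reagent mix; Medium: PBS as buffer for the ATP substrate; Dosing: test compounds dosed from 2 mM stocks in 100% DMSO; Times: 10 min, room temperature; Signal: luminescence from luciferase reaction; Read-out: luciferase activation; Controls: No-ATP low control, compound-free enzyme-plus-ATP high control.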
# G6PDH counter: L. mesenteroides G6PDH inhibition counter-screen | Purified L. mesenteroides G6PDH, diaphorase/resazurin coupled fluorescence, 45 min | inhibition, % at 5 µM | 200,000 tested, 0.12% active | AID 1020; in the data active = inhibition above about 50%
# The depositor's hits bear a star; . = not tested or not shown; & = joins results of further samples. Rows are unselected (roughly 5.6% active in at least one column).
Molecule | APP transl inh | Diaph inh CS | APP 5'UTR act | STAT1 act | Diaph act CS | TLR4-MyD88 BLA | FLuc inh counter | NF-kB neuron act | FLuc act counter | G6PDH counter
Cc1cc2c(cc(C(=O)N3CCC(C(=O)N4CCCC4)CC3)n2Cc2c(F)cccc2Cl)o1 | -2 | 20 | 2 | 99 | 0.8 | -1 | -6 | 0.89 | 1.1 | -5
CC1CC(C)CN(C2CCN(Cc3cccnc3)CC2)C1 (stereo unspecified) | 12 | 16 | -12 | 102 | 0.8 | 9 | -6 | 1.3 | 1.1 | -3
CCCCOc1ccc2c(c1)/C(=C(\C(Cl)=C(Cl)Cl)[N+](=O)[O-])N2 | 15 | 50* | -15 | 91 | 0.5 | 8 | -6 | 1.1 | 1.1 | 0
O=C(O)c1ccc(N2CC3CC(C2)c2cccc(=O)n2C3)c(NS(=O)(=O)c2cccc(C(F)(F)F)c2)c1 (stereo unspecified) | -5 | 11 | 5 | 104 | 0.9 | 1 | -7 | 1 | 1.1 | 0
CCN1C(=O)c2cccc3c(S(=O)(=O)NCCCN4CCOCC4)ccc1c23 | -14 | 6 | 14 | 98 | 0.9 | 0 | -10 | 1.2 | 1.1 | 9
O=C(c1ccco1)N1N=C(c2ccc(Cl)cc2)CC1(O)C(F)(F)F (stereo unspecified) | 2 | 11 | -2 | 101 | 0.9 | -3 | -4 | 1 | 1 | 7
Cc1ccc(C(=O)CC2(O)C(=O)N(C)c3ccccc32)o1 (stereo unspecified) | . | 9 | . | 104 | 0.9 | -10 | -4 | 1.1 | 1 | 2
O=C(CSc1ncnc2sccc12)Nc1ccccc1F | -22 | 6 | 22 | 101 | 0.9 | -12 | -4 | 1.1 | 1 | 7
O=c1c2c3c(sc2nc2n1CCC2)CCC3 | -4 | 9 | 5 | 98 | 0.9 | -4 | 1 | 1.4 | 1 | -1
O=C(COC(=O)CNC(=O)c1ccc2c(c1)OCO2)Nc1ncc(Cl)cc1Cl | -4 | 11 | 5 | 99 | 0.9 | -2 | -5 | 1.1 | 1 | 2
COc1ccc(CNC(=O)c2noc3c2CCCCC3)cc1 | 1 | 7 | -1 | 106 | 0.9 | 16 | 1 | 1.6 | 1 | 1
COC(=O)C1=C(CN2CCSCC2)NC(=O)NC1c1cc(C)ccc1C (stereo unspecified) | 7 | 16 | -7 | 111 | 0.8 | 8 | -6 | 0.93 | 1.1 | -17
N#Cc1cc(-c2ccccc2)cnc1Sc1ccc(Cl)cc1 | 8 | 14 | -8 | 103 | 0.9 | 6 | -3 | 1.1 | 1 | 10
COc1cc(/C=N/NC(N)=O)ccc1OCC(=O)N1C(C)CCCC1C (stereo unspecified) | -5 | 5 | 5 | 103 | 1 | 8 | -6 | 1.1 | 1.1 | 2
COc1cc(CNc2ccc(N3CCOCC3)cc2)cc(Br)c1OC | -14 | 11 | 14 | 93 | 0.9 | 1 | -10 | 0.98 | 1.1 | 0
C=CCNC(=O)CN1C(=O)C2C3c4ccccc4C(c4ccccc43)C2C1=O (stereo unspecified) | 2 | -14 | -2 | 95 | 1.1 | -4 | 1 | 1.1 | 1 | 3
O=C(/C=C/c1ccccc1Cl)N1CCCN(C(=O)/C=C/c2ccccc2Cl)CC1 | -16 | 11 | 16 | 94 | 0.9 | 11 | 4 | 1.2 | 1 | -5
CCOc1cc(NC(=S)Nc2ccccc2)c(OCC)cc1NC(=O)c1ccc(OC)cc1 | 8 | 14 | -8 | 97 | 0.9 | 8 | -4 | 1.3 | 1 | 6
O=C(CCNC(=O)c1ccco1)Nc1ccc(SC(F)F)cc1 | -22 | 0 | 22 | 104 | 1 | 5 | 0 | 1.1 | 1 | 0
Cc1nnc(NC(=O)CCC(=O)N2CCN(CCc3ccccc3)CC2)s1 | . | 5 | . | . | 1 | . | -2 | . | 1 | 2
O=C(NNC(=O)C1CC=CCC1C(=O)O)c1cccs1 (stereo unspecified) | -14 | -3 | 14 | 111 | 1 | 13 | -5 | 1 | 1 | 9
COC(=O)C1CCCN1C(C(=O)NC1CCCCC1)c1ccc(Cl)cc1 (stereo unspecified) | 33 | 12 | -33 | 100 | 0.9 | -10 | -3 | 1.3 | 1 | 10
CC(C)n1c(Nn2cnnc2)nc2ccccc21 | -28 | 11 | 28 | 99 | 0.9 | -3 | -1 | 1.1 | 1 | -13
CN(C)/C=C(\C(=O)c1ccc(F)cc1F)c1nnnn1-c1ccccc1 | 21 | 3 | -21 | 99 | 1 | 7 | -4 | 1 | 1 | 4
Cc1cc(C(=O)N/N=C/c2cccc(OC(=O)c3ccco3)c2)n[nH]1 | -4 | 8 | 4 | 98 | 0.9 | -6 | 12 | 1.5 | 0.9 | 2
Cc1cc(C)nc(SCc2cnc(C)nc2N)n1 | -2 | 0 | 2 | 105 | 1 | -14 | -1 | 1.1 | 1 | 2
CCOC(=O)COn1c2c(c3c4no[n+]([O-])c4ccc31)CCCC2 | -8 | 11 | 8 | 100 | 0.9 | -8 | -9 | 0.87 | 1.1 | 0
COCCCNCC1C(Oc2ccc(Cl)cc2)C(=O)N1c1ccccc1C (stereo unspecified) | -4 | 5 | 4 | 95 | 0.9 | 1 | -6 | 1.1 | 1.1 | 9
CCOC(=O)c1nnn(-c2nonc2N)c1CN1CCc2ccccc2C1 | 1 | 20 | -1 | 99 | 0.8 | -5 | -6 | 1 | 1.1 | -7
COc1ccc(-c2cc(C(F)(F)F)nc(SCC(=O)N(C)Cc3cn(C)nc3C)n2)cc1OC | 1 | 20 | -1 | 102 | 0.8 | 0 | 0 | 0.81 | 1 | 8
C/C(CC(=O)NCc1ccco1)=N\NC(=O)COc1ccc(Cl)cc1Cl | 4 | 9 | -4 | 95 | 0.9 | -1 | -5 | 1.1 | 1 | 4
COc1ccc(N=C2S/C(=C\c3ccc(OC(C)C(=O)O)c(OC)c3)C(=O)N2CCc2c[nH]c3ccccc23)cc1 (stereo unspecified) | 6 | 58* | -6 | 108 | 0.4 | 2 | -7 | 1 | 1.1 | 8
Cc1nn(-c2ccccc2)c2c1/C(=N/O)CC(C)(C)C2 | -5 | 8 | 5 | 101 | 0.9 | -2 | -8 | 1.7 | 1.1 | 2
Cc1[nH]n(C(N)=S)c(=O)c1C(c1ccccc1)C(C#N)C#N (stereo unspecified) | -5 | 9 | 5 | 88 | 0.9 | 10 | -6 | 1.1 | 1.1 | 3
COc1ccc(CCc2nc(C)ccc2O)cc1 | 0&-19 | -1&5 | 0&19 | 93&99 | 1&0.9 | -10&-14 | 43&46 | 1.8&1.4 | 0.6&0.5 | 1&8
CCCN(Cc1nc(-c2ccc(Cl)cc2)no1)CC1CCCO1 (stereo unspecified) | -3 | 10 | 3 | 95 | 0.9 | 3 | -6 | 1.1 | 1.1 | 3
CNc1nc(-c2ccccc2)cc(C(F)(F)F)c1C#N | -8 | 6 | 8 | 93 | 0.9 | -11 | -3 | 1 | 1 | 7
CC1CN(S(=O)(=O)c2ccc(NC(=O)CCCN3C(=O)c4ccccc4C3=O)cc2)CC(C)O1 (stereo unspecified) | 14 | 14 | -14 | 89 | 0.9 | 9 | -5 | 1 | 1 | -1
COc1ccccc1CN(C)C(=O)C1COc2ccccc2O1 (stereo unspecified) | 2 | 7 | -2 | 112 | 0.9 | -9 | -7 | 1.2 | 1.1 | 8
CCc1nnc(NC(=O)CSc2nnc(COc3ccccc3C)o2)s1 | 2 | 2 | -2 | 104 | 1 | 0 | 0 | 1.1 | 1 | 11
COc1ccc2c(CC(=O)Nc3nnc(C4CC4)s3)coc2c1 | 7 | 16 | -7 | 94 | 0.8 | 0 | 0 | 1 | 1 | -12
COc1ccc(C)cc1NC(=S)N1CCN(c2ncccn2)CC1 | -14 | 10 | 14 | 108 | 0.9 | -7 | -4 | 0.95 | 1 | -1
COc1ccc(S(=O)(=O)N2Cc3ccccc3CC2C(=O)Nc2ccc3c(c2)OCO3)cc1 (stereo unspecified) | -20 | 4 | 21 | 106 | 1 | 3 | 4 | 1.2 | 1 | 18
Cc1ccc(N2CCN(/N=C/c3cccs3)CC2)cc1 | -6 | 21 | 7 | 103 | 0.8 | 14 | -4 | 1 | 1 | -13
S=C(Nc1ccccc1Cl)N(CCN1CCCCC1)Cc1ccco1 | -4 | 5 | 4 | 101 | 0.9 | -5 | -8 | 0.94 | 1.1 | 4
COc1ccccc1C(=O)NCC(=O)N/N=C/c1cc(Br)ccc1OC(=O)/C=C\c1ccco1 | 27 | 26 | -27 | 96 | 0.7 | -2 | -5 | 1.8 | 1.1 | 1
CC1=CC(=NOC(=O)c2cccc([N+](=O)[O-])c2)C=C(C)C1=O | -8 | 0 | 8 | 100 | 1 | -7 | -11 | 0.91 | 1.1 | 10
Cc1cc(NC(=O)c2ccco2)ccc1-n1cnnn1 | -26 | 14 | 26 | 121 | 0.9 | -6 | 20 | 1.9 | 0.8 | 4
CCOc1ccc(NC(=O)C(=O)N/N=C/c2ccccc2F)cc1 | -126 | -8 | 126 | 97 | 1.1 | -2 | -5 | 1 | 1.1 | -4
Cc1ccc2nc(NC(=O)CNS(=O)(=O)c3ccc(Br)s3)sc2c1 | 4 | 18 | -4 | 103 | 0.8 | 10 | 1 | 1.1 | 1 | -4
Cc1ccc(C2C(C(=O)c3ccco3)=C(O)C(=O)N2c2nnc(C)s2)cc1 (stereo unspecified) | -22 | 15 | 22 | 103 | 0.8 | 4 | -2 | 1.3 | 1 | 6

# 7 neighbouring records from above:
Molecule | APP transl inh | Diaph inh CS | APP 5'UTR act | STAT1 act | Diaph act CS | TLR4-MyD88 BLA | FLuc inh counter | NF-kB neuron act | FLuc act counter | G6PDH counter
COc1ccccc1CN(C)C(=O)C1COc2ccccc2O1 (stereo unspecified) | 2 | 7 | -2 | 112 | 0.9 | -9 | -7 | 1.2 | 1.1 | 8
CCc1nnc(NC(=O)CSc2nnc(COc3ccccc3C)o2)s1 | 2 | 2 | -2 | 104 | 1 | 0 | 0 | 1.1 | 1 | 11
COc1ccc2c(CC(=O)Nc3nnc(C4CC4)s3)coc2c1 | 7 | 16 | -7 | 94 | 0.8 | 0 | 0 | 1 | 1 | -12
COc1ccc(C)cc1NC(=S)N1CCN(c2ncccn2)CC1 | -14 | 10 | 14 | 108 | 0.9 | -7 | -4 | 0.95 | 1 | -1
COc1ccc(S(=O)(=O)N2Cc3ccccc3CC2C(=O)Nc2ccc3c(c2)OCO3)cc1 (stereo unspecified) | -20 | 4 | 21 | 106 | 1 | 3 | 4 | 1.2 | 1 | 18
Cc1ccc(N2CCN(/N=C/c3cccs3)CC2)cc1 | -6 | 21 | 7 | 103 | 0.8 | 14 | -4 | 1 | 1 | -13
S=C(Nc1ccccc1Cl)N(CCN1CCCCC1)Cc1ccco1 | -4 | 5 | 4 | 101 | 0.9 | -5 | -8 | 0.94 | 1.1 | 4

# From PubChem BioAssay
